# Compound activity: PubChem BioAssay, Sanford-Burnham Center for Chemical Genomics
# MPTP inh: inhibitors of mitochondrial permeability transition pore; AID 602449; isolated mouse mitochondria, Ca2+ swelling absorbance, 30 min; actives 1.4% (n = 360,000); inhibition, % at 10 µM;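 active = inhibition of 50% or more, scaled per plate between neutral and stimulator controls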;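 note: 0% = DMSO wells given calcium and 100% = 1 mM EGTA wells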
# EBI2 block: EBI2 (human) antagonism | EBI2 beta-arrestin recruitment, luminescence, 7a,25-OHC stimulated | inhibition, % at 5 µM | actives 0.81% (n = 360,000) | AID 651636; in the data active = inhibition above about 38%;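 note: enzyme fragment complementation signal reports receptor beta-arrestin coupling in cells; 0% = agonist plus DMSO wells and 100% = wells without agonist; some results beyond the cut were filed as inactive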
# Target sequence (P32249 whole entry, looked up, the tested form may be a part): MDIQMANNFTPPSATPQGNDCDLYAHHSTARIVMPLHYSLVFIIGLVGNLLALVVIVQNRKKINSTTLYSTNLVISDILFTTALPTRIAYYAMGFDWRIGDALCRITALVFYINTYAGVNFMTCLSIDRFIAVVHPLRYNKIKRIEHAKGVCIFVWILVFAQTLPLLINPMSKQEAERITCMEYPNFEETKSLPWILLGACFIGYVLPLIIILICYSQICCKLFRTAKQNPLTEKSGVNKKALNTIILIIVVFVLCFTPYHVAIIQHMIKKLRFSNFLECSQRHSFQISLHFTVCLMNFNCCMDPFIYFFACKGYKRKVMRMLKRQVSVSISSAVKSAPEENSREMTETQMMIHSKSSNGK
# CXCR6 inh: inhibitors of human CXCR6 receptor; O00574; CHO-K1 PathHunter CXCR6 beta-arrestin, luminescence; inhibition, % at 20 µM; actives 0.36% (n = 360,000); in the data active = inhibition above about 34%, passing the limit was not always enough;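 note: antagonist mode with CXCL16 agonist at 10 nM final; 0% = 10 nM CXCL16 with DMSO and 100% = unstimulated wells without agonist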
# Target sequence (O00574 whole entry, looked up): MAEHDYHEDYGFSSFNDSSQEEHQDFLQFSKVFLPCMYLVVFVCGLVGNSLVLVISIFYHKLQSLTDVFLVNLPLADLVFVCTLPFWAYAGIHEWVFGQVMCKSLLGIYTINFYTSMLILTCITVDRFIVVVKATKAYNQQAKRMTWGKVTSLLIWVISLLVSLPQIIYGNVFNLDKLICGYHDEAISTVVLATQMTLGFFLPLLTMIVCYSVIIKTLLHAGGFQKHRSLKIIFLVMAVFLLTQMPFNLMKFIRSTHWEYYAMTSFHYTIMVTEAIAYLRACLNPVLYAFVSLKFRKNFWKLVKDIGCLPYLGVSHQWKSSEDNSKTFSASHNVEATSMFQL
# * = called active by the depositor. These rows are one share of the data. The share of hits here may be higher or lower than overall.
SMILES,MPTP inh,EBI2 block,CXCR6 inh
O=C(Nc1ccc(Cl)cc1)c1ccc2sc([C@@H]3O[C@H](CO)[C@@H](O)[C@H]3O)nc2c1,-1.9,-5.0,4.2
CC1(C(=O)NS(=O)(=O)c2ccccc2Cl)CCN1C(=O)CCc1ccccc1 (stereo not drawn),-0.4,-5.0,6.9
CC(C)C(N)c1csc(Nc2ccc(S(C)(=O)=O)cc2)n1 (stereo not drawn),-0.1,5.8,-1.4
CCC(=O)NC(c1cccs1)c1cc([N+](=O)[O-])c2cccnc2c1OC (stereo not drawn),0.9,-15.8,-1.1
COc1ccc2oc3cc(NCCN(C)C)ccc3c(=O)c2c1,-0.8,-1.3,0.3
CCOC(=O)N1CCN(S(=O)(=O)N2CCCC(C(=O)NCc3ccccc3OCC)C2)CC1 (stereo not drawn),0.6,-13.3,-4.9
CCCCCCCCC(c1nc2ccccc2[nH]1)N1CCN=C1c1cc2ccccc2[nH]1 (stereo not drawn),12.7,-15.9,-6.9
CCc1cccc(CC)c1N1C(=O)CC(Sc2ccccc2N)C1=O (stereo not drawn),0.6,-8.5,3.1
CCc1ccc(C(C#N)=CC=Cc2ccccc2)cc1,0.9,6.8,-12.0
Cc1ccc([C@@H]2C[C@H]3[C@@H](CN2S(=O)(=O)c2ccc(Cl)cc2)C(=O)C[C@@H](c2ccccc2F)N3S(=O)(=O)c2ccc(C)cc2)cc1,-1.2,19.6,2.9
CCc1ccc([C@@H]2CC(=O)[C@@H]3CN(S(=O)(=O)c4ccccc4)[C@H](c4ccc(OC)cc4)C[C@@H]3N2S(=O)(=O)c2ccc(C)cc2)cc1,0.7,1.8,-4.4
Cc1ccc(S(=O)(=O)NC(CC(=O)OCc2ccccc2)C(=O)OCc2ccccc2)cc1 (stereo not drawn),2.1,0.0,2.9
O=CNc1cc(-c2ccccc2Oc2ccccc2)cn2c(-c3ccc(F)cc3)cnc12,1.6,30.4,6.5
O=CNc1cc(-c2ccsc2)cn2c(-c3ccccc3)cnc12,1.0,15.5,2.9
COc1ccc(CN2C[C@@H](CO)O[C@@H](n3cnc4c(NC5CC5)ncnc43)C2)cc1,-1.3,14.6,1.7
O=C(NCCN1CCOCC1)c1cc(-c2ccccc2)nc2ccccc12,-0.3,-11.4,-4.2
CC1(C(=O)Nc2ccc3nc[nH]c3c2)CCN1C(=O)C1(c2ccccc2)CCCC1 (stereo not drawn),1.4,10.5,4.2
COc1cccc(-c2cnc3c(NC=O)cc(-c4ccc(S(C)(=O)=O)cc4)cn23)c1,0.8,11.3,-3.0
CC(C)C[C@H]1CNC(=O)C(=O)N1C[C@H](Cc1ccc(O)cc1)NC(=O)CC12CC3CC(CC(C3)C1)C2,0.1,-3.5,-2.9
CC1(C(=O)NS(=O)(=O)Cc2cccc(Cl)c2)CCN1C(=O)C1CCCCC1 (stereo not drawn),-0.5,1.2,-2.0
CCCCNc1c(-c2ccc(F)cc2)nc2nc(C)cc(C)n12,0.4,-12.9,-1.7
O=C(C[C@H]1C[C@H]2c3cc(NC(=O)CC4CC4)ccc3O[C@H]2[C@H](CO)O1)NCc1ccccc1F,-2.7,-0.1,3.1
CCOC(=O)[C@]12CCC=C1N(CCC1=CCCCC1)C(=O)[C@H](CC(=O)NCc1ccc(C)o1)C2,-1.0,-6.7,2.9
CCC/C=C/c1ccc(CN2C(C)C(=O)N(Cc3cn(CC4CCCCC4)nn3)CCS2(=O)=O)cc1 (stereo not drawn),-1.0,5.5,-13.1
CC1=C(C(=O)Nc2cccc(C(=O)NCC(C)c3ccccc3)c2)SCCO1 (stereo not drawn),-1.8,-4.8,15.2
COc1ccc(CC(N)c2csc(NC(=O)c3ccc(OC)cc3)n2)cc1 (stereo not drawn),3.5,5.7,-9.6
COc1ccc([C@H]2N[C@]3(CCCN(CC4CCCCC4)C3=O)[C@H]3C(=O)N(Cc4ccccc4)C(=O)[C@@H]23)cc1,-0.1,2.3,4.9
O=C(NCc1ccc2c(c1)OCO2)C(=O)NCC1OCCCN1S(=O)(=O)c1ccccc1 (stereo not drawn),-2.1,-5.3,-0.3
CC1(C(=O)Nc2nccs2)CCN1C(=O)CC(c1ccccc1)c1ccccc1 (stereo not drawn),0.2,21.5,7.0
C[C@@H]1CN([C@@H](C)CO)C(=O)c2cc(NC(=O)Nc3cccc4ccccc34)ccc2O[C@@H](C)CCCCO[C@H]1CN(C)C(=O)c1ccccc1,-1.3,3.5,-3.9
O=C(NCc1ccco1)c1cccc(-c2ccc3nncn3c2)c1,-2.4,-10.1,0.0
COc1ccc(C(C)(O)c2nc(-c3ccc(N(C)C)cc3)cs2)cc1 (stereo not drawn),5.0,10.1,-0.8
CCNC(=O)C1(C)CCCN1C(=O)c1ccc(F)c(Cl)c1 (stereo not drawn),-1.3,-6.2,1.9
C[C@H](CO)N1C[C@H](C)[C@@H](CN(C)Cc2ccc(Cl)c(Cl)c2)OCc2cnnn2CCCC1=O,-1.4,-2.4,8.4
CN(CCO)c1ccc2c(c1)OC[C@H](Cc1ccccc1)NS2(=O)=O,0.6,-11.5,0.9
COc1ccccc1C(=O)NCC(=O)OCc1nnc(-c2ccccc2)o1,0.4,-0.4,-2.8
CN(Cc1ccccc1)C(=O)c1csc([C@@H]2O[C@H](CO)[C@@H](O)[C@H]2O)n1,-0.6,-0.5,-4.4
COc1ccc(CC(N)c2csc(Nc3cc(NCc4ccco4)ncn3)n2)cc1 (stereo not drawn),0.4,6.7,-4.2
c1ccc(-c2nc3c4ccccc4ccn3c2CC2CCCCC2)cc1,2.8,5.1,8.9
C[C@@H]1CN([C@@H](C)CO)S(=O)(=O)c2ccc(Br)cc2O[C@H]1CN(C)C(=O)C1CCCCC1,1.0,-1.5,3.0
Cc1ncc(CO)n1Cc1ccc(Cl)cc1,1.2,-2.6,5.5
CCc1nc2ccc(C(=O)N(C)CCCN(C)C)cn2c1N(C)C(=O)C1CCCCC1,-0.9,-8.6,-6.3
CCNC(=O)C1(C)CCN(C(=O)c2ccccc2OC(F)(F)F)C1 (stereo not drawn),-0.2,-8.2,1.2
CCOC(=O)C1=CCN(S(=O)(=O)c2ccccc2Br)C1c1ccc(C)cc1 (stereo not drawn),-1.0,29.2,3.1
CCCCc1c(Cc2ccccc2)ncn1CCc1ccccc1OC,85.0*,0.4,38.4*
CC(=O)Nc1cc(-c2ccc(N3CCN(C)CC3)cc2)cn2c(-c3ccc(F)cc3)cnc12,-0.9,17.1,89.5*
COc1cc(C)ccc1OCc1cc(C(=O)NC(c2ccccn2)C(F)(F)F)no1 (stereo not drawn),1.2,-2.9,0.2
CC(=O)Oc1ccc(-c2csc(Nc3ccccn3)n2)cc1,-0.8,6.1,-20.3
CC(=O)c1cccc(-c2csc3ncnc(Sc4nnnn4C)c23)c1,-0.3,27.1,-5.0
O=c1[nH]c(=O)n2ncnc2[nH]1,0.1,-8.7,-2.7
CN(CC(=O)Nc1ccc(Cl)c(Cl)c1)CC(=O)N1CCc2ccccc21,1.1,-0.5,4.9
CC1CCCCN1C(=S)Nc1ccc(S(=O)(=O)N2CCCCC2)cc1 (stereo not drawn),0.5,-1.1,2.0
CC(C)C[C@@H]1Cc2[nH][nH]c(=O)c2[C@H](C)O1,1.1,1.1,-2.3
C[C@H](CO)N1C[C@H](C)[C@@H](CN(C)Cc2ccc3cccnc3c2)OCc2cnnn2CCCC1=O,-0.4,1.0,-6.2
CCc1nc2ccc(C(=O)N3CCCCC3)cn2c1N(C)CCCc1ccccc1,0.5,-1.0,4.7
CC(=O)NC[C@H]1O[C@@H](n2ccc(N)nc2=O)[C@H](O)[C@@H]1O,-2.2,-2.6,-2.5
COc1cc(NC(=O)COc2cc(C)cc3oc(=O)cc(C)c23)cc(OC)c1OC,2.5,1.1,1.2
C[C@@H]1CN([C@H](C)CO)C(=O)CCCn2cc(nn2)CO[C@H]1CN(C)C(=O)Nc1cccc2ccccc12,-1.1,-2.5,-7.7
C[C@@H]1CN([C@@H](C)CO)C(=O)CCCn2nncc2CO[C@H]1CN(C)S(=O)(=O)c1ccc(-c2ccccc2)cc1,1.5,2.0,-9.0
COC(=O)[C@]12CCCCC=C1N(Cc1ccccc1)C(=O)[C@H](CC(=O)NCC13CC4CC(CC(C4)C1)C3)C2,-2.5,13.9,12.6
# More compounds follow.
SMILES,MPTP inh,EBI2 block,CXCR6 inh
CC1(c2nnnn2Cc2ccccc2)CCC(=O)N1Cc1ccc(F)cc1 (stereo not drawn),-1.4,-3.0,4.0
C=C1CCCC2OC(CC3=CC4/C(C)=C/CC(C)CC(/C=C(\C)C(O)C5CC(O)C(O)C(CCC(O)/C=C/C(C)=C/CCC6=NCCC(C3)C64C)O5)OC(=O)CC3OC(C(O)C1)C(O)C3O)CC(O)C2O (stereo not drawn),-3.3,1.1,4.8
COc1ccc(Br)cc1C1=CC(=O)C[C@H](c2ccc(F)cc2)C1,-1.0,20.4,10.1
COc1ccc(S(=O)(=O)N2CCCCC2c2cc(C(=O)NCc3ccccc3)no2)cc1 (stereo not drawn),-0.1,4.9,-0.9
Cc1cn([C@H]2C[C@H](O)[C@@H](CCC(=O)NCC3CCCO3)O2)c(=O)[nH]c1=O (stereo partly drawn),-1.2,-2.0,-3.9
COC(=O)c1cn(C)c2ccc(S(=O)(=O)N(C)C3CCCCC3)cc2c1=O,-2.8,-3.6,-7.1
CCCS(=O)(=O)NC(=O)C1(C)CCN(C(=O)c2snnc2C)C1 (stereo not drawn),-0.3,-3.1,-9.5
COc1ccc(CN2C(=O)C(CC(=O)NCCCCc3ccccc3)CC(C(=O)N3CCCCCC3)=C2C)cc1 (stereo not drawn),-1.0,20.7,3.3
Cc1cc(F)ccc1-c1cc(C(=O)NCC2CCCCC2)[nH]n1,0.1,3.2,1.6
CCN1C(c2ccc(F)cc2)=CS/C1=C(/C#N)c1nnc2n1-c1ccccc1SC2,-0.5,9.8,2.9
CNc1nc(Nc2ccc(C(=O)OC)cc2)c2sccc2n1,1.4,12.6,-5.7
Cc1ccc(S(=O)(=O)N2C[C@H]3N(C(=O)OC(C)C)N(C(=O)OC(C)C)C[C@H](OC(=O)NCc4ccccc4F)[C@@]3(O)C2)cc1,0.7,1.2,-3.4
CCc1nc2c(OCc3ccc(C#N)cc3)cccn2c1N(C)C(=O)C(C)C,0.4,-2.7,1.9
O=C1c2cc3c(cc2CCC1c1ccc2c(c1)OCO2)OCO3 (stereo not drawn),1.1,-16.9,-11.4
Nc1nc(Cl)nc2c1ncn2C1CCC(CO)O1 (stereo not drawn),-0.7,-2.4,1.1

# Ordered by value in MPTP inh (ascending): five of the compounds above.
structure,MPTP inh
COC(=O)c1cn(C)c2ccc(S(=O)(=O)N(C)C3CCCCC3)cc2c1=O,-2.8
Cc1cn([C@H]2C[C@H](O)[C@@H](CCC(=O)NCC3CCCO3)O2)c(=O)[nH]c1=O (stereo partly drawn),-1.2
COc1ccc(CN2C(=O)C(CC(=O)NCCCCc3ccccc3)CC(C(=O)N3CCCCCC3)=C2C)cc1 (stereo not drawn),-1.0
CCCS(=O)(=O)NC(=O)C1(C)CCN(C(=O)c2snnc2C)C1 (stereo not drawn),-0.3
Cc1ccc(S(=O)(=O)N2C[C@H]3N(C(=O)OC(C)C)N(C(=O)OC(C)C)C[C@H](OC(=O)NCc4ccccc4F)[C@@]3(O)C2)cc1,0.7

# (list continues)
SMILES,MPTP inh,EBI2 block,CXCR6 inh
COc1ccc(-c2ccc(C(=O)NCCc3ccccc3)c3occc23)c(C)c1,-0.7,21.6,10.5
Cc1cccc(CN2CCN(C3CN(Cc4cn(Cc5ccccc5F)nn4)S(=O)(=O)C3)CC2)c1 (stereo not drawn),-0.3,-12.9,5.8
CCN(CC)C(=O)C1=C(C)N(Cc2ccc(F)cc2)C(=O)C(CC(=O)NCc2cccc3ccccc23)C1 (stereo not drawn),-1.0,1.5,2.2
CCOC(=O)C1(C)CCN1C(=O)c1ccc2ccccc2c1 (stereo not drawn),-1.7,-11.5,-3.7
OC[C@@H]1CN(Cc2ccc3c(c2)OCO3)C[C@H](n2cnc3c(NCc4ccco4)ncnc32)O1,-0.1,-12.4,-3.3
CC(C)NC(=O)C1(C)CCN1C(=O)c1ccccc1F (stereo not drawn),0.5,-4.9,1.5
Cc1cc2nc(-c3ccco3)c(CC(C)(C)C)n2c(C)c1Br,-0.7,-0.7,-2.0
CC(=O)NC(c1cccc(F)c1)c1nc(-c2cccs2)cs1 (stereo not drawn),0.5,-3.8,0.5
Cc1nc2sccn2c(=O)c1S(=O)(=O)NCC1CCN(Cc2ccc(Cl)cc2)CC1,-1.7,2.0,-4.2
COc1ccc(-c2c(C(=O)c3ccccc3)[nH]c(N)c2C(=O)c2ccc(Br)cc2)cc1OC,1.0,41.5*,60.8*
CC(=O)c1ccc(OCc2cn(CC(=O)c3ccc(O)cc3)nn2)c(C)c1,0.0,1.1,20.6
COc1ccc(-c2oc3c(c2C#CCCCCO)C(OCCO)CC3)cc1 (stereo not drawn),-1.6,-3.3,6.1
CN(C)C(=O)C1=NOC2(C1)C(=O)Nc1ccccc12 (stereo not drawn),-1.6,6.5,1.1
CCNC(=O)C1CCCN(C(=O)c2ccccc2)CC1 (stereo not drawn),-1.3,-3.0,-1.3
CC1(C(=O)Nc2ccc3c(c2)OCCO3)CCN1C(=O)c1ccco1 (stereo not drawn),-0.3,-8.1,0.4
COc1cccc(C2CC(=O)Nc3cc(C)c(C)cc32)c1 (stereo not drawn),1.1,2.2,-2.7
CCCc1nc2cc(C)c(Br)c(C)n2c1CC1CCCCC1,0.0,-0.8,-5.9
CC(C)C(N)c1csc(NC(=O)Nc2ccccc2C(C)(C)C)n1 (stereo not drawn),1.4,-0.2,0.6
COc1ccc(/C=C/C(=O)OCC(=O)N2c3ccccc3CC2C)cc1OC (stereo not drawn),-0.8,-4.8,0.3
